Source: PubChem BioAssay (several laboratories)
NOD2-RIPK2 inh – NOD2-RIPK2 protein interaction inhibition; O43353; CHO BLA complementation NOD2-RIPK2, CCF4 ratio; inhibition, % at 4.98 µM; actives 0.38% (n = 360,000); in the data active = inhibition above about 21%;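 also: 0% = vehicle only and 100% = reference blocker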
NCOA1 inh – inhibitors of human steroid receptor coactivator 1 (SRC1); AID 588354; HEK293 GAL4-SRC1 luciferase reporter, luminescence; actives 0.12% (n = 360,000); inhibition, % at 3.6 µM;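 active = inhibition above the campaign mean plus 3 SD, with each screening campaign given its own cutoff, cut at about 60% in these data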;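 also: 0% = DMSO treated cells and 100% = gossypol at 36 µM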
TLR9-MyD88 inh – blocks human TLR9 binding to MyD88; AID 504734; Q9NR96+Q99836; actives 0.21% (n = 340,000); inhibition, % at 4.98 µM; CHO BLA complementation TLR9-MyD88, CCF4 FRET ratio;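 active = inhibition above the mean over all tested compounds plus 3 SD, cut at about 21% in these data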;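 also: 0% = DMSO only wells and 100% = clavulanate BLA inhibitor control wells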
Target sequence (Q99836 whole entry, looked up): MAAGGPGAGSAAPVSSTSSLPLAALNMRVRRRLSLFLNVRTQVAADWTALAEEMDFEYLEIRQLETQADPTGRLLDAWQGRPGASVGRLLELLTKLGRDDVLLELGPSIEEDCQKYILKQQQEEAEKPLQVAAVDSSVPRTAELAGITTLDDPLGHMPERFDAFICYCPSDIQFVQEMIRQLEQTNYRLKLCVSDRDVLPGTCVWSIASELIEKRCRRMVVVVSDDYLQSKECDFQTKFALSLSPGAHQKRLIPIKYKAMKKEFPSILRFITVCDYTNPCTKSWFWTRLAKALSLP
Target sequence (Q9NR96 whole entry, looked up): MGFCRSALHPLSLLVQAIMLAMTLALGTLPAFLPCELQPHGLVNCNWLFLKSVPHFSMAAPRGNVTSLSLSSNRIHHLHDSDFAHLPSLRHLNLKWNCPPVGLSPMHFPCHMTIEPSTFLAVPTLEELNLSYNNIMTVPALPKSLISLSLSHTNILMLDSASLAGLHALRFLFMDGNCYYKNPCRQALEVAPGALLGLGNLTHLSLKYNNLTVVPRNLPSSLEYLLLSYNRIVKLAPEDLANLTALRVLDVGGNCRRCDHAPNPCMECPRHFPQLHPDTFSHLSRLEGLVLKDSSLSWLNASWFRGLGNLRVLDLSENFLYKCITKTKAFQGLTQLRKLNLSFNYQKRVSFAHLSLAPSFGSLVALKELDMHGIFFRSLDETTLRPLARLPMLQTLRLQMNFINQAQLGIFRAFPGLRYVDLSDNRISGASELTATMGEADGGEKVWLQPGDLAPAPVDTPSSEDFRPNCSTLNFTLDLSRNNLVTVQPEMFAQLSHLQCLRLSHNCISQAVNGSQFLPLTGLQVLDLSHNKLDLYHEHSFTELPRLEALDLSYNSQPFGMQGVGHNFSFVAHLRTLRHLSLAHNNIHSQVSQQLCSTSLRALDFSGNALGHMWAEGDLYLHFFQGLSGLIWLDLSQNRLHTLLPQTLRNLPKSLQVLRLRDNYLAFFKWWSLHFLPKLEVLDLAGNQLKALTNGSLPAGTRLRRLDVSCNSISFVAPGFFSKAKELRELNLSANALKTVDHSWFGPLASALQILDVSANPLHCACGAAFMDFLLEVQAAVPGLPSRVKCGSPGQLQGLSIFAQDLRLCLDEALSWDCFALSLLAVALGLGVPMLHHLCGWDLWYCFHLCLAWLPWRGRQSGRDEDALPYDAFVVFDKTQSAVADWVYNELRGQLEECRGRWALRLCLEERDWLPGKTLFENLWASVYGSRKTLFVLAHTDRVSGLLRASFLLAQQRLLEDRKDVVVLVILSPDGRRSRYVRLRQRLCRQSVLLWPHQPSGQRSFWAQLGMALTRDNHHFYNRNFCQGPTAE
C8 TRAIL sens – sensitizes caspase-8 expressing cells to TRAIL | NB7+C8 cells + TRAIL, ATPlite viability luminescence | inhibition (viability loss, TRAIL sensitization), % at 10 µM | actives 1% (n = 360,000);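 active = compounds causing at least 50% loss of cell viability in the single-dose screen, relative to plate controls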
LMP1 NFkB inh – Epstein-Barr LMP1 NF-kappaB reporter inhibition. inhibition, % at 12.5 µM. actives 0.69% (n = 350,000). LMP1-induced NF-kappaB luciferase reporter cells, luminescence; in the data active = inhibition above about 41%;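 also: 0% = neutral control wells and 100% = reference inhibitor control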
TWEAK-Fn14 inh – TWEAK-Fn14 signaling inhibition; TWEAK-stimulated Fn14 reporter cells, luciferase luminescence, 8 h; inhibition, % at 10 µM; actives 2% (n = 360,000); AID 1159606; in the data active = inhibition above about 50%
SRC3 inh – human NCOA3 inhibition; Q9Y6Q9; HEK293 GAL4-SRC3 luciferase reporter, luminescence; inhibition, % at 3.6 µM; actives 0.17% (n = 360,000); AID 588352;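 active = inhibition above a per-campaign cutoff, the mean of all compounds plus 3 SD, cut at about 60% in these data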;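 also: 0% = DMSO-treated cells and 100% = gossypol-treated cells at 36 µM; higher means less SRC3-driven luciferase light from the GAL4 reporter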
NCOA2 inhibitor – inhibits human steroid receptor coactivator 2; HEK293 GAL4-SRC2 luciferase reporter, luminescence; inhibition, % at 9 µM; Q15596; actives 0.17% (n = 370,000);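 active = inhibition above the mean inhibition of all tested compounds plus 3 SD, set per campaign, cut at about 52% in these data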;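 also: 0% = DMSO treated cells and 100% = cells given Gossypol at 36 µM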
LRH-1 inv ag – inverse agonists of human LRH-1 (NR5A2) | O00482 | AID 602396 | HEK293T StAR-luciferase reporter, LRH-1 transfected, 24 h | inhibition, % at 3.6 µM | actives 0.13% (n = 360,000);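 active = inhibition above the mean inhibition of all tested compounds plus 3 SD, cut at about 73% in these data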;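 also: 0% = DMSO wells and 100% = reporter-only cells lacking LRH-1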
TROY NFkB inh – TROY signaling inhibition; Q293 LMP1-TROYcd NF-kB luciferase reporter, 4 h; inhibition, % at 10 µM; actives 0.98% (n = 360,000);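 active = compounds whose plate-normalised and pattern-corrected inhibition of the luciferase reporter signal at the single screening dose is 50% or more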
COUP-TFII inh – blocks human COUP-TFII nuclear receptor | HEK293T NGFI-A luciferase reporter, luminescence | inhibition, % at 8.6 µM | P24468 | AID 686940 | actives 0.7% (n = 370,000);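 active = inhibition above a per-plate cutoff, mean inhibition of test wells between control levels plus 3 SD, cut at about 38% in these data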;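 also: cells cotransfected with COUP-TFII expression vector driving the NGFI-A reporter; 0% = median of COUP-TF2 test wells and 100% = reporter-only cells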
The depositor's hits bear a star; x = no result given; & = joins results of further samples. A portion of the library (hit frequency here may not be typical).

Second line of a record – NOD2-RIPK2 inh | NCOA1 inh | TLR9-MyD88 inh | C8 TRAIL sens | LMP1 NFkB inh | TWEAK-Fn14 inh | SRC3 inh | NCOA2 inhibitor | LRH-1 inv ag | TROY NFkB inh | COUP-TFII inh
#1 Cc1ccccc1S(=O)(=O)Cc1ccc(C(=O)N2CCN(c3ccc(F)cc3)CC2)o1
  -1 | 6 | -1 | 10 | 0 | 6 | 0 | -9 | -7 | 4 | 9
#2 O=C(NCCC(=O)N1CCN(S(=O)(=O)c2ccc(Cl)cc2)CC1)Nc1ccccc1
  1 | -1 | 3 | 6 | -5 | 2 | 7 | -3 | -15 | -22 | 1
#3 N#Cc1cc2c(nc1SC1CC(=O)N(c3ccccc3)C1=O)CCC2 (configuration not stated)
  3 | 59 | -5 | 26 | 52* | 100* | 77* | x | 37 | 83* | x
#4 Cc1ccc(CCNC(=O)C2CC(=O)N(C3CCCCC3)C2)cc1 (configuration not stated)
  0 | -5 | 5 | 12 | 7 | 4 | 16 | 23 | -1 | 15 | 1
#5 Nc1ccc(S(=O)(=O)O)cn1
  -7&0&-7 | -5&-22&10 | 1&5&1 | 15&-10&-6 | 3&1&1 | -10&2&-7 | 2&17&-11 | 6&-13&4 | 5&-6&10 | 19&11&5 | 8&17&1
#6 CCOC(=O)c1ccc(NC(=S)NC(=O)c2cncc(Br)c2)cc1
  5 | -16 | -4 | 27 | 7 | 3 | -10 | -1 | -3 | 1 | 12
#7 COc1ccccc1OCc1cc(C(=O)N2CCCC(OCc3cccnc3)C2)no1 (configuration not stated)
  2 | -91 | 2 | -6 | -21 | -23 | -55 | -57 | -105 | -61 | -49
#8 O=C(COC(=O)c1cnc(Cl)c(Cl)c1)NC1CC1
  -1 | -15 | -3 | 2 | 4 | 2 | -2 | -38 | -10 | -3 | -11
#9 S=C(Nc1ccc(Nc2ccccc2)cc1)NN1CCOCC1
  -10 | -41 | -9 | 5 | 5 | 3 | -24 | -30 | -48 | -56 | -32
#10 COc1ccc(-c2ccc(C#N)c(OC)n2)cc1
  1 | -1 | x | 0 | -10 | -15 | -12 | -17 | -3 | -5 | -5
#11 CCn1c(SCc2nc(-c3cccs3)no2)nnc1-c1c[nH]c2ccccc12
  -2 | -8 | -6 | -5 | -2 | 26 | 7 | 3 | -3 | 26 | 6
#12 Cc1nc2nc(C)c(CCC(=O)O)c(C)n2n1
  -9 | 7 | -10 | -15 | -15 | -19 | 11 | -41 | 4 | -10 | 2
#13 O=C(N/C=C/c1ccccc1)Nc1ccc(Cl)cc1
  -9 | -6 | -5 | -6 | -5 | -3 | -18 | -51 | -24 | 7 | -1
#14 COc1ccc(CCN2CC(C(=O)NCc3ccon3)CCC2=O)cc1 (configuration not stated)
  -3 | -14 | -5 | -9 | -7 | -10 | 9 | -21 | 0 | -5 | -10
#15 O=C(/C=C1\SC(=O)NC1=O)Nc1ccc(F)cc1
  0 | -16 | -2 | 4 | -15 | -1 | 1 | -19 | 2 | -21 | -13
#16 Cc1cc(C)n2nc(C(=O)Oc3ccc4c(c3)OCO4)nc2n1
  -8 | 1 | -18 | 8 | 0 | -14 | -1 | -13 | -11 | 3 | 1
#17 Cc1nnc(SCC(=O)c2ccc(Cl)cc2)n(N)c1=O
  0 | -107 | -3 | 1 | -49 | -24 | -67 | -33 | -133 | 8 | -9
#18 O=C(/C=C/c1cn(-c2ccccc2)nc1-c1ccc2c(c1)OCCO2)NCCCN1CCOCC1
  6 | -7 | 5 | 0 | 7 | -1 | -6 | 3 | -17 | -26 | -7
#19 COc1ccc(/C=N/Nc2ncnc3sc4c(c23)CCCC4)cc1OC
  5 | -15 | -4 | -1 | 14 | 90* | 1 | -17 | -51 | 82* | 7
#20 C[C@H]1CN([C@@H](C)CO)C(=O)c2cccc(NC(=O)Nc3ccc(C(F)(F)F)cc3)c2O[C@H]1CN(C)C
  -20 | 0 | 7 | -14 | -5 | 3 | 12 | -24 | 1 | -12 | -30
#21 CCCS(=O)(=O)c1nc(S(=O)(=O)c2ccc(C)cc2)c(N2CCCCC2)s1
  -8 | -5 | -2 | 2 | 0 | 23 | 11 | 0 | -6 | 1 | 2
#22 COC(=O)c1ccccc1NC(=O)C1(S(=O)(=O)c2ccc(Cl)cc2)CC1
  0 | 24 | 6 | -3 | -11 | 12 | -11 | -4 | 29 | 10 | 4
#23 C=CCc1ccc(OCc2ccc(C(=O)OC)o2)c(OC)c1
  -2 | -66 | 0 | 8 | -21 | -16 | -54 | -18 | -181 | -45 | -19
#24 Cc1cccc(C)c1N1C(=O)c2ccccc2NC(=O)C1C(=O)NCc1ccco1 (configuration not stated)
  -2 | x | x | -2 | x | x | x | -23 | -7 | x | -11
#25 O=S(=O)(c1ccccc1)c1nc(Nc2ccccc2N2CCOCC2)sc1Cl
  -2 | 15 | 15 | 4 | -9 | 13 | 14 | 12 | 2 | 14 | 22
#26 O=C(NCc1cccs1)c1cc2c(s1)CS(=O)(=O)C2
  1 | -8 | 2 | -3 | -3 | -15 | 3 | 3 | -34 | 3 | 0
#27 COc1ccc(NC(=S)N(CCN(C)C)C(C)c2ccco2)cc1 (configuration not stated)
  -8 | -4 | -3 | -3 | 3 | -6 | 20 | -4 | 1 | -8 | 6
#28 CCCc1nnc(NC(=O)CSc2ncn[nH]2)s1
  -6 | 2 | 0 | -9 | 1 | 12 | -3 | -21 | 5 | -1 | 1
#29 CCN(CC)S(=O)(=O)c1cccc(C(=O)NN2Cc3ccccc3C2=N)c1
  3 | 4 | -2 | 2 | 6 | 2 | 19 | -1 | 1 | -1 | 6
#30 CS(=O)(=O)N(CC(=O)N1CCN(c2ccccc2F)CC1)c1cc(C(F)(F)F)ccc1Cl
  -4 | -1 | 5 | -3 | -13 | 8 | 21 | x | -4 | 14 | x

Sorted by the number under TWEAK-Fn14 inh (ascending): 3 from the list above.
No. | smiles | TWEAK-Fn14 inh
29 | CCN(CC)S(=O)(=O)c1cccc(C(=O)NN2Cc3ccccc3C2=N)c1 | 2
22 | COC(=O)c1ccccc1NC(=O)C1(S(=O)(=O)c2ccc(Cl)cc2)CC1 | 12
21 | CCCS(=O)(=O)c1nc(S(=O)(=O)c2ccc(C)cc2)c(N2CCCCC2)s1 | 23

(cont.)
Second line of a record – NOD2-RIPK2 inh | NCOA1 inh | TLR9-MyD88 inh | C8 TRAIL sens | LMP1 NFkB inh | TWEAK-Fn14 inh | SRC3 inh | NCOA2 inhibitor | LRH-1 inv ag | TROY NFkB inh | COUP-TFII inh
#31 C=CCC(C(=O)Oc1c(C(C)(C)C)cc(C)cc1C(C)(C)C)c1ccccc1 (configuration not stated)
  -11 | 3 | -1 | -10 | -1 | -9 | 5 | 16 | 6 | -20 | -1
#32 CC(C)OC(=O)C1C(=O)CC(C)(O)C(C(=O)OC(C)C)C1c1ccc([N+](=O)[O-])cc1 (configuration not stated)
  0 | -8 | 6 | 11 | 6 | 9 | 18 | 3 | -8 | -21 | -12
#33 Cc1nc(C(F)(F)F)ccc1C(=O)Nc1ccc2ccccc2n1
  -18 | -22 | 8 | 2 | -8 | -19 | -26 | 3 | -52 | -56 | -10
#34 Cc1cccc(C)c1NC(=O)C(CCc1ccccc1)N1CCC(c2ccccc2)CC1 (configuration not stated)
  -9 | x | x | 15 | x | x | x | -33 | -14 | x | 14
#35 CCCn1c(C(C)NC(=O)c2ccccc2)n[nH]c1=S (configuration not stated)
  -11 | -4 | 16 | 7 | -4 | -21 | -2 | -16 | -11 | -8 | -3
#36 Cc1ccccc1-c1nc(CN2CCC(C(=O)NCCN3CCOCC3)CC2)c(C)o1
  -1 | -7 | 0 | 2 | -5 | -5 | -5 | 16 | 7 | -24 | 26
#37 COc1ccc2c(c1)c1ncn(Cc3ccco3)c(=O)c1n2C
  -1 | 15 | -2 | 4 | -5 | 4 | 14 | 25 | -8 | -6 | -8
#38 Cc1cc(OC(=O)C2CC2)c([N+](=O)[O-])c(=O)[nH]1
  -8 | -14 | 1 | 3 | 15 | 7 | 2 | -9 | 4 | 6 | -2
#39 O=C(N1CCCCC1)C1(S(=O)(=O)c2ccccc2)CC=CC1
  -2 | 4 | -2 | 4 | -2 | -2 | -12 | -1 | 12 | -40 | -2
#40 Cc1cccc(CCNS(=O)(=O)c2ccc3c(c2)NC(=O)CS3)c1
  -1 | 13 | -11 | -17 | 2 | -5 | 10 | -22 | -18 | 14 | -8
#41 CSc1nc2ncc(C(=O)O)c(N)n2n1
  -11 | 4 | -1 | -8 | 8 | 1 | -2 | 24 | 9 | -11 | 10
#42 CCN(CC)C(=O)c1ccc(S(=O)(=O)c2ccccc2)cc1
  -3 | -39 | -3 | -1 | -7 | 2 | -14 | 7 | -8 | -5 | 12
#43 O=C1CCCc2ccccc2N1
  3 | 3 | 11 | 0 | -4 | 3 | 4 | -44 | 9 | -15 | -4
#44 O=C(NNC(=O)C12CC3CC(CC(C3)C1)C2)c1csc(N2CCOCC2)n1
  3 | -10 | 3 | 5 | -4 | 2 | -2 | -14 | -4 | 16 | 5
#45 CC(=O)O[C@H]1C2OC(=O)C(C)=C2[C@@H]2OC(=O)[C@]3(CCC4OC41C)OC23 (some centres not stated)
  17 | -15 | 5 | 1 | -4 | 9 | -16 | x | 2 | 9 | x
#46 O=C(c1ccc(=O)oc1)N1CCCc2ccccc21
  1 | -33 | 0 | -31 | -2 | 20 | 0 | -24 | 2 | 23 | 1
#47 Cc1ccnc(NCc2cc(Cl)ccc2O)c1
  -1 | -7 | -12 | -9 | 5 | -25 | -40 | -81 | 3 | -30 | -21
#48 O=C(Nc1ccccc1O)c1cc2cc(Br)ccc2oc1=O
  -5 | -94 | -8 | -2 | -25 | -19 | -85 | -44 | -87 | -41 | -26
#49 CCCCNS(=O)(=O)c1ccc2nc(-c3cccnc3)cc(C(=O)NC(C)CC)c2c1 (configuration not stated)
  -5 | 12 | 1 | 3 | 1 | -4 | -8 | 7 | 2 | 4 | 0
#50 COc1ccc(Cc2nnc(NC(=O)C3CC(=O)N(CCc4ccc(F)cc4)C3)s2)cc1OC (configuration not stated)
  0 | 2 | 6 | -1 | 2 | 20 | 13 | 2 | 6 | 16 | 16
#51 CC(=O)Nc1ccc(S(=O)(=O)Nc2nccc(/C=C/c3ccc(Cl)cc3)n2)cc1
  -6 | -9 | 11 | -8 | 12 | 29 | 12 | -8 | 14 | 11 | 2
#52 CCOC(=O)N(C)c1c(CC)nc2c(OCc3ccc(F)c(F)c3)cccn12
  9 | 12 | x | 13 | x | -3 | -6 | -35 | 24 | 1 | -2
#53 O=C(NCCN1CCCC1)c1ccc2c(=O)n(CCc3ccccc3)c(=O)[nH]c2c1
  -1 | -32 | -4 | -5 | -37 | -15 | -13 | -34 | -29 | -30 | -5
#54 CC(C)(CN1CCN(Cc2ccccc2)CC1)NS(=O)(=O)c1ccccc1
  5 | 1 | 2 | -3 | 5 | -3 | 11 | -3 | 2 | 12 | 5
#55 CCOc1cc2c(C#N)c(N3CCCCC3)nc(N)c2c(N)n1
  -2 | -54 | 2 | 7 | -21 | 11 | -29 | -43 | -34 | -7 | -10
#56 CCOC(=O)Nc1cc(Br)c2c(c1)OCCO2
  -5 | -13 | -1 | 13 | 3 | -9 | -10 | -36 | -45 | -25 | -23
#57 Cc1oc(-c2cccc(Cl)c2)nc1CS(=O)(=O)CC(=O)NC1CC1
  -12 | -14 | -3 | 13 | 0 | 7 | -34 | -2 | -24 | -20 | 6
